# Compound activity from PubChem.
# EBNA-1 inh = EBNA-1 DNA-binding inhibitors, primary screen, biochemical, fluorescence polarization; inhibition, % at 14.8 µM; 0.34% of 300,000 active; in the data active means inhibition above about 28%
# ZTA counter = counter-screen for EBNA-1 inhibitors: inhibitors of Epstein-Barr virus ZTA; 0.15% of 320,000 active; ZTA-DNA binding, fluorescence polarization; inhibition, % at 11 µM; AID 2234; in the data active means inhibition above about 33%
# Target sequence (P03206 whole entry, looked up): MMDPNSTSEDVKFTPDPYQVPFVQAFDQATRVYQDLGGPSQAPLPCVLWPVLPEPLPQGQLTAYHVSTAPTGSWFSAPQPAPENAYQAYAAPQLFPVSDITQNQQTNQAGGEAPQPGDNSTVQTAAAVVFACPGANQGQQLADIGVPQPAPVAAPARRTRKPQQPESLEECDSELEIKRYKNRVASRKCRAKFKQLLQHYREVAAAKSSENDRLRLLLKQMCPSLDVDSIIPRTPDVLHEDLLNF
# LYPLA2 counter = LYPLA2 inhibitors, primary screen, counter-screen for PME1 inhibitor project, biochemical, fluorescence polarization, FP-Rh probe ABPP; Acyl-protein thioesterase 2 (Homo sapiens), O95372; recombinant LYPLA2; inhibition, % at 5.9 µM; 0.38% of 320,000 active;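 active means inhibition above the screen-wide mean plus 3 SD, limit set per campaign, cut at about 26% in these data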;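 further: 0% = LYPLA2 with DMSO and 100% = wells lacking LYPLA2 enzyme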
# LYPLA1 inh = LYPLA1 inhibitors, primary screen, counter-screen for PME1 inhibitor project, biochemical, fluorescence polarization, FP-Rh probe ABPP. inhibition, % at 5.9 µM. 0.16% of 320,000 active. Acyl-protein thioesterase 1 (Homo sapiens), O75608. recombinant LYPLA1. AID 2174, 2009;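 active means inhibition above the mean of all tested compounds plus 3 SD, set per campaign, cut at about 14% in these data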;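 further: inhibitors block serine hydrolase probe labeling of LYPLA1 so polarization falls; 0% = enzyme with DMSO and 100% = wells lacking LYPLA1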
# Target sequence (O75608 whole entry, looked up): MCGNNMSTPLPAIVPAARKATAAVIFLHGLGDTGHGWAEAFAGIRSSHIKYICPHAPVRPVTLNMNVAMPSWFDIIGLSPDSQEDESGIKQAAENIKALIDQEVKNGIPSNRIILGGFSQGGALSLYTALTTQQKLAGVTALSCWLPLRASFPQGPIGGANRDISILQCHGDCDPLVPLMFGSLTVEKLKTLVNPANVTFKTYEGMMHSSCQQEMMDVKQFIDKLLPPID
# PAFAH2 inh = PAFAH2 enzyme inhibitors, primary screen, biochemical, fluorescence polarization, human; recombinant PAFAH2, FP-rhodamine activity probe; inhibition, % at 3.39 µM; 0.99% of 340,000 active; AID 492956, 2010;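 active means inhibition above the mean over all tested compounds plus 3 SD, cut at about 30% in these data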;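 further: inhibitors block probe labeling of enzyme so polarization drops; 0% = enzyme with DMSO and 100% = wells lacking PAFAH2 protein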
# PAFAH1B3 FP inh = PAFAH1B3 enzyme inhibitors, primary screen, biochemical, fluorescence polarization, human; Platelet-activating factor acetylhydrolase IB subunit alpha1 (Homo sapiens), Q15102; recombinant PAFAH1B3, FP-rhodamine probe; inhibition, % at 3.39 µM; 0.28% of 340,000 active; AID 492972, 2010;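 active means inhibition above the screen-wide average of all tested compounds plus 3 SD, cut at about 25% in these data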;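 further: 0% = enzyme with DMSO only and 100% = wells lacking PAFAH1B3 protein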
# Target sequence (Q15102 whole entry, looked up): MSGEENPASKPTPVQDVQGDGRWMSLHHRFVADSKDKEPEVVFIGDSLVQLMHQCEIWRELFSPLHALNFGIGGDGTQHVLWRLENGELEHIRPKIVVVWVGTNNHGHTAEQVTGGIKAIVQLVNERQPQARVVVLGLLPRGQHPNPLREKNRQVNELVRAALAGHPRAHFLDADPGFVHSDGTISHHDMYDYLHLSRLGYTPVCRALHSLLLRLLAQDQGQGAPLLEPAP
# PAFAH1B2 inh = PAFAH1B2 enzyme inhibitors, primary screen, biochemical, fluorescence polarization, human | Platelet-activating factor acetylhydrolase IB subunit alpha2 (Homo sapiens), P68402 | inhibition, % at 3.39 µM | recombinant PAFAH1B2, FP-rhodamine activity probe | 1.2% of 340,000 active;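 active means inhibition above the mean of all tested compounds plus 3 SD, cut at about 24% in these data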;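 further: 0% = enzyme with DMSO and 100% = wells lacking PAFAH1B2; many of its hits are not listed in these tables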
# Target sequence (P68402 whole entry, looked up): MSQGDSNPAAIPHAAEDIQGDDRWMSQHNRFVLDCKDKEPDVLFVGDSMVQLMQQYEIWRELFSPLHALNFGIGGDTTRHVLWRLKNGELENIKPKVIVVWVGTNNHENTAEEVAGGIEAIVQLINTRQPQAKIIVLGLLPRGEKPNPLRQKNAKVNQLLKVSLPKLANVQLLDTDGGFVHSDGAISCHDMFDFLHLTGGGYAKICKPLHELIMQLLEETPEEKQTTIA
# pPAFAH inh = pPAFAH enzyme inhibitors, primary screen, biochemical, fluorescence polarization, human; recombinant pPAFAH, FP-rhodamine probe fluorescence polarization; inhibition, % at 3.39 µM; 1.5% of 330,000 active; Platelet-activating factor acetylhydrolase (Homo sapiens), Q13093;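 active means inhibition above the mean inhibition across the screen plus 3 SD, cut at about 25% in these data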;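 further: inhibitors block binding of the rhodamine activity-based probe so polarization drops; 0% = enzyme with DMSO and 100% = wells lacking pPAFAH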
# PREPL inh = PREPL enzyme inhibitors, primary screen, biochemical, fluorescence polarization. Prolyl endopeptidase-like (Homo sapiens), Q4J6C6. recombinant PREPL, fluorescence polarization activity-based probe. inhibition, % at 5.96 µM. 0.68% of 320,000 active. AID 2751, 2010; in the data active means inhibition above about 43%;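 further: 0% = enzyme with DMSO and 100% = wells lacking enzyme; many of its hits are not listed in these tables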
# Numbers without * were called inactive; / = no result given; + = active, no number.
SMILES,EBNA-1 inh,ZTA counter,LYPLA2 counter,LYPLA1 inh,PAFAH2 inh,PAFAH1B3 FP inh,PAFAH1B2 inh,pPAFAH inh,PREPL inh
O=C(CSc1cn[nH]n1)Nc1ccc(Cl)cc1Cl,4,-1,3,0,-3,7,2,6,8
O=C(Cn1nnc2ccccc21)N/N=C\c1cccs1,-5,-2,3,-6,-2,0,-3,0,-1
O=C(Nc1ccccc1-c1nnc(SCc2ccccc2Cl)o1)c1ccccc1,-10,-9,5,1,-4,5,-1,5,1
COc1cc(C=C2C(=O)OC(C)(C)OC2=O)cc(Cl)c1OCC(=O)Nc1ccccc1,-1,-19,6,1,0,-1,0,11,6
CCCc1nc2oc(C(=O)OCC)c(N)c2c2c1COC(C)(C)C2,-4,-2,5,1,-4,2,7,5,8
COc1ccc(CCNc2cc(-c3ccccc3)nc3ncnn23)cc1,-20,6,-5,4,-9,2,10,-5,14
C=CCC(COCc1ccccc1)NS(=O)(=O)c1ccccc1Br (configuration not stated),4,10,-7,0,-1,11,7,3,-6
Cc1ccc(-n2nc3c(c2NC(=O)c2ccco2)CS(=O)(=O)C3)cc1,4,9,2,0,2,4,0,5,-1
CCN(C[C@H]1N[C@@](C)(C(=O)OC)[C@H]2C(=O)N(Cc3ccccc3)C(=O)[C@@H]12)C(=O)Nc1ccc(C)cc1,/,/,/,/,9,10,5,1,22
O=C(O)c1cc(S(=O)(=O)NCCOc2ccccc2)ccc1Cl,/,/,/,/,3,11,15,-1,10
O=C(N/N=C/c1cccnc1)c1ccccc1Cl,15,-8,6,0,-1,2,-2,-2,-3
Cc1[nH]c(-c2ccco2)nc1C(=O)O,-3,-16,2,2,0,3,-1,-2,-4
CCc1ccc(-c2cc(C)no2)cc1S(=O)(=O)N1CCN(c2cc(C)ccc2C)CC1,-16,7,-3,-3,-2,2,-3,-4,5
CC1CN(CCC(=O)Nc2ccccc2F)CC(C)O1 (configuration not stated),5,1,-3,-2,3,7,-3,0,3
COc1ccc(C2NC(=O)NC3=C2CCc2ccccc23)cc1 (configuration not stated),-9,2,1,-1,-4,3,-2,4,13
N#CCCN(C(=O)COC(=O)C12CC3CC(CC(O)(C3)C1)C2)c1ccc(F)cc1,/,-10,3,3,-41,11,0,-6,12
Cc1cc(NC(=O)CSc2nnc3ccccn23)no1,-9,1,-3,5,3,9,5,0,-4
CC(=O)NCCC(=O)Nc1nc2c(ccc3ccccc32)s1,7,2,1,-5,-2,7,4,-1,-8
C1=C(c2cccc3ccccc23)N2CCN=C2S1,3,9,-3,0,6,0,-1,5,9
CCCN(CCC)C(=O)CC(c1ccccc1)c1ccco1 (configuration not stated),-3,3,0,-1,4,10,12,0,10
Cc1ccccc1N1CCN(C2CCCN(C(=O)CN3CCCC3=O)C2)CC1 (configuration not stated),7,2,2,0,-1,6,-1,3,1
CC(C)c1ccc2oc(=O)cc(CN3CCOCC3)c2c1,12,-7,-4,0,5,13,2,5,31
C/C(=N/NS(=O)(=O)c1ccc(F)cc1)c1ccc(NC(=O)c2ccc(C)o2)cc1,-5,6,-5,-1,-2,-4,9,3,-3
Cc1ccc(CC(=O)O/N=C(\N)c2cccc([N+](=O)[O-])c2)cc1,0,-6,5,1,-4,-2,7,7,18
CN(Cc1ccco1)C(=O)C1CCCN(c2ncnc3c2nc2n3CCCCC2)C1 (configuration not stated),-2,-9,8,4,1,2,4,4,18
CC[C@]12c3[nH]c4ccc(OC)cc4c3CCN1C(=O)C(CC(=O)NCCC1=CCCCC1)C[C@@H]2C(=O)N1CCN(C(=O)C2CC2)CC1 (some centres not stated),/,/,/,/,0,8,2,2,/
Cc1ccc(C)c(N2CCN(C(=O)CCc3nc(-c4ccccc4)no3)CC2)c1,/,/,/,/,-1,6,7,3,/
CC[C@@H](Nc1ncnc2c1oc1ccccc12)C(=O)O,1,-4,0,1,1,5,6,0,0
O=C(C[C@H]1C/C=C\C[C@H](NC(=O)OCC2c3ccccc3-c3ccccc32)C(=O)OC[C@@H]2CCCN2C1=O)N[C@H](CO)Cc1ccccc1,/,/,/,/,-1,11,6,5,24
CCN(CC)CCCn1c2c(c(SCC(=O)Nc3cccc(C(C)=O)c3)nc1=O)CCC2,-1,10,3,-1,2,-2,0,-1,15

# Single records, as listed above.
# O=C(O)c1cc(S(=O)(=O)NCCOc2ccccc2)ccc1Cl across the screens: EBNA-1 inh = /; ZTA counter = /; LYPLA2 counter = /; LYPLA1 inh = /; PAFAH2 inh = 3; PAFAH1B3 FP inh = 11; PAFAH1B2 inh = 15; pPAFAH inh = -1; PREPL inh = 10
# O=C(CSc1cn[nH]n1)Nc1ccc(Cl)cc1Cl across the screens: EBNA-1 inh = 4; ZTA counter = -1; LYPLA2 counter = 3; LYPLA1 inh = 0; PAFAH2 inh = -3; PAFAH1B3 FP inh = 7; PAFAH1B2 inh = 2; pPAFAH inh = 6; PREPL inh = 8

# (next part)
SMILES,EBNA-1 inh,ZTA counter,LYPLA2 counter,LYPLA1 inh,PAFAH2 inh,PAFAH1B3 FP inh,PAFAH1B2 inh,pPAFAH inh,PREPL inh
C/C(CC(=O)Nc1ccccn1)=N\NC(=O)c1ccncc1,-13,-1,1,1,/,/,/,-5,5
O=C(O)COc1ccccc1O,-6,-7,1,6,0,4,-1,0,-10
Cc1ccccc1NC(=O)C1c2cccc[n+]2CC(=O)N1c1c(C)cccc1C (configuration not stated),12,8,1,0,5,-1,-1,7,-4
Cc1onc(-c2c(F)cccc2Cl)c1C(=O)c1ccc(F)cc1,6,12,0,0,/,/,/,5,-4
Cc1ccc(S(=O)(=O)N2CCCCC2CCNC(=O)C(=O)NC2CCCC2)cc1 (configuration not stated),2,1,8,1,5,-2,-1,7,30
Cn1c(CNC(=O)CCNC(=O)c2cccc(Br)c2)cc(=O)n(C)c1=O,7,-17,9,4,-6,5,0,2,16
O=C(CNC(=O)c1ccc(Br)o1)Nc1cccc(-c2cnc3ccccc3n2)c1,10,-12,-13,-7,-8,-9,0,-3,-107
CC(=O)Nc1ccc(NC(=O)COC(=O)c2c3c(nc4ccccc24)CCN(Cc2ccccc2)C3)cc1,-9,8,-12,-5,-1,0,5,5,9
C=CCNC(=S)Nc1ccccc1,5,8,2,-3,-3,-26,10,-3,5
Cn1cc(/C=N/n2cnc3scc(-c4ccc(Cl)cc4)c3c2=O)c2ccccc21,9,4,-6,-4,4,-15,-2,3,-3
Cc1nc2ccccc2[nH]c1=O,-6,-13,4,0,-5,5,4,-2,-5
CCOc1cc(CNc2ccc(N(C)C)cc2)cc(Br)c1OCC(=O)NC(C)(C)C,+,+,11,2,10,7,5,34*,14
C=CCSC1=C(C#N)C(c2ccccc2C)CC(=O)N1 (configuration not stated),0,7,3,0,6,5,6,2,15
CC(C)(C)NC(=O)CCN(/N=C/c1ccncc1)C1=NS(=O)(=O)c2ccccc21,-3,-9,0,0,8,9,8,-3,6
COc1c(C)cccc1C(=O)NCCCNC(=O)c1ccc(C)nc1,-5,7,-2,-3,-3,-4,0,0,-1
CS(=O)(=O)c1cccc(-c2nnc(NC(=O)C3=COCCO3)o2)c1,-6,-4,1,1,6,7,0,-2,-2
COc1ccc(Nc2ncc(C(=O)N3CCN(Cc4ccccc4)CC3)c3ccccc23)cc1,-6,6,3,-1,6,7,4,3,32
CN1CCN(C(=O)C2CCN(S(=O)(=O)c3cnc[nH]3)CC2)CC1,-4,3,3,4,5,10,2,7,-5
NC(=O)c1ccc(NC(=O)COc2cccc3ccccc23)cc1,7,-2,-2,-2,0,7,8,-3,-5
Nc1ncnc(N2CCOCC2)c1N,-4,-17,6,3,-3,2,1,2,0
CCCc1c(C(=O)O)cnn1-c1ccc(Cl)cc1,13,9,7,-1,-10,7,2,4,3
COC(=O)[C@]1(C)N[C@H](CN(C)S(=O)(=O)c2ccc(C(F)(F)F)cc2)[C@@H]2C(=O)N(C)C(=O)[C@@H]21,/,/,/,/,-4,8,4,-3,23
CCc1cc(=O)[nH]c(SC/C=C/c2ccccc2)n1,7,-3,1,-6,2,3,5,5,-6
CSc1ccc(CN(C)C(=O)C(Cc2ccccc2)NC(=O)c2ccccc2)cc1 (configuration not stated),-6,-12,-1,3,11,9,3,7,1
CCn1c(Cc2ccccc2)nnc1SCC(=O)NC1CC1,-3,11,-3,-1,-5,1,8,4,-2
NC(=S)N/N=C/c1ccccc1O,-3,5,2,1,1,3,3,-3,-5
CCOC(=O)c1nn(-c2ccccc2F)c2nc(-c3ccco3)c(C#N)c(=O)n12,4,-23,-7,2,-2,5,5,-1,8
CCC(Sc1nc2ccccc2c(=O)[nH]1)C(=O)Nc1ccc(C(C)=O)cc1 (configuration not stated),-10,15,-4,2,-4,4,7,-8,9
CNC(=O)c1[nH]nc2c1CCc1cc(OC)ccc1-2,-5,5,4,1,29,28*,15,0,16
O=C(CSc1nc2ccccc2o1)N1CCOCC1,-9,7,-6,-5,-4,7,-2,-5,-7
COc1ccccc1NC=C1C(=O)OC(C)(C)OC1=O,16,-12,5,3,-3,-1,2,7,1
O=C(CSc1nnc(-c2cccs2)o1)OC1CCCCC1,11,9,-2,-2,4,-1,2,4,3
CC1CCCCC12NC(=O)N(CC(=O)NCCc1ccc(F)cc1)C2=O (configuration not stated),/,3,2,0,-3,-2,0,6,16
COc1cc(S(=O)(=O)n2ccc(C)n2)ccc1Cl,1,-17,-1,1,0,-2,1,0,5
CN(CC(=O)Nc1cccc(F)c1)C(=O)C1CCN(C(=O)c2ccc(Cl)cc2)CC1,/,10,1,-1,2,0,-2,5,10
O=S(=O)(NCC(c1ccccc1)N1CCNCC1)c1ccc(Cl)cc1 (configuration not stated),8,-16,-2,0,9,0,0,17,25
O=C(COC(=O)c1cc(Cl)ccc1O)NCC1CCCO1 (configuration not stated),4,4,-4,3,4,4,4,3,-2
CCCCC(CC)COC(=O)C(C#N)=C(c1ccccc1)c1ccccc1 (configuration not stated),/,-8,-4,1,5,12,4,-1,5
CN(C)c1ccc(C(CNC(=O)c2ccco2)N2CCCC2)cc1 (configuration not stated),2,7,-2,2,0,-2,-3,1,-7
Cc1ccnc(S(=O)(=O)Cc2ccc([N+](=O)[O-])cc2)n1,-1,-3,-5,0,5,6,2,0,-3
Cc1ccccc1Cn1cc(NC(=O)CSc2nc3c(c(C(F)(F)F)n2)CCc2ccccc2-3)cn1,-4,7,-15,-9,-14,-12,1,-9,-6
O=C(NCCCN1CCN(c2ccccc2F)CC1)Nc1ccc(F)cc1,1,-4,4,-4,-1,3,3,-3,18
CCN(CC)CCNC(=O)Cc1c(C(=O)O)n(C)c2ccccc12,16,13,2,-7,7,6,-1,4,3
O=C(Cn1c2ccc(F)cc2c2nc3n(c(=O)c21)CCS3)NC1CCCC1,7,-5,2,-2,-5,5,3,2,9
C[N+](C)(C)c1ccc(/C=N/Nc2nc(Cl)c(C#N)c(Cl)c2Cl)cc1,0,7,2,-6,4,9,1,19,56*
Cc1cccc(NC(=S)NC2CCCCCC2)c1C,-18,9,-4,0,0,12,9,0,10
S=C(NCCN1CCOCC1)Nc1ccc(Br)cc1,13,-9,4,-3,2,1,-9,1,-2
COc1ccc(NC(=O)CSc2ccc3c(c2)OCCO3)cc1,/,/,/,/,1,9,5,2,6
COC(=O)C(C)N(C#N)c1nc(C)nc(C)n1 (configuration not stated),-6,-9,3,-4,0,-3,3,-1,-4

# These rows are one share of the data; count on the stated rates, not on these rows.
